# Bioassay records: PubChem BioAssay, National Center for Advancing Translational Sciences (NCATS)
# GPT2 inhibitor: Primary qHTS assay for inhibitors of Glutamate pyruvate transaminase 2 (GPT2); Potency, µM (top dose mostly 57.7 µM), inactives show at the highest dose activity change, negative = inhibition, hits mostly inhibitors; Alanine aminotransferase 2 (Homo sapiens), Q8TD30; 100,000 tested, 0.25% active; AID 1671188, 2021; Recombinant GPT2, coupled pyruvate oxidase/HRP Amplex Red fluorescence; further: potency means the concentration at half of the fitted maximal effect; nearly all actives have a fitted effect of over 60% in size; many of its hits are not listed in these tables
# Target sequence (Q8TD30 whole entry, looked up): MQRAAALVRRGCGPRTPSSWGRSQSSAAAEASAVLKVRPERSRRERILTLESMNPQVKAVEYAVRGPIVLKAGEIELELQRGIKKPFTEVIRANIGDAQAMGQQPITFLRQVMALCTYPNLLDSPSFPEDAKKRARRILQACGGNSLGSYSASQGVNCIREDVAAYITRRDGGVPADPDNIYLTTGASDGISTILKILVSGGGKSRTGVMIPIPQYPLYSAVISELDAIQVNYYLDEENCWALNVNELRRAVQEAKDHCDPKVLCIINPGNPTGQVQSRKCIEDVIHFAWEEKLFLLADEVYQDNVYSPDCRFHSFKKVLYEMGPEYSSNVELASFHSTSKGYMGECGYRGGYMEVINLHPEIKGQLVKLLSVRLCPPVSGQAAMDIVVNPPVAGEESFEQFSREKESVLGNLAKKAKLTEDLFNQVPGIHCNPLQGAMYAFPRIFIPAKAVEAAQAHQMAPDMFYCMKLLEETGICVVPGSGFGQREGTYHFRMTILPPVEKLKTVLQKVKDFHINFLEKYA
#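 Inhibition is scored from Amplex Red fluorescence generated when pyruvate oxidase and HRP act on pyruvate released by GPT2. Reactions contain 10ng/uL enzyme, 250uM a-KG and 2mM L-alanine and run 30 min at room temperature.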
# FLuc inh: Firefly luciferase inhibition profiling of diverse chemical library using quantitative high-throughput screening | purified P. pyralis luciferase, luminescence, biochemical | Potency, µM (titrated, usually from 115 µM), inactives show at the highest dose activity change, negative = inhibition, most hits filed as inhibitors | 76,000 tested, 2.5% active | AID 1347043, 2019; further: potency means the concentration at half of the fitted maximal effect; nearly all actives have a fitted effect of over 65% in size
#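 Purified P. pyralis luciferase (10nM final) in 50mM Tris acetate pH 7.5, 10mM Mg acetate, 0.01% Tween-20, 0.05% BSA with 10uM D-luciferin and 10uM ATP. Compounds titrated qHTS. Luminescence imaged on CCD.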
# IP6K1 inhibitor: Primary qHTS assay for small molecule inhibitors of Inositol hexaphosphate kinase 1 (IP6K1); Inositol hexakisphosphate kinase 1 (Homo sapiens), Q92551; IP6K1 kinase, ADP-Glo luminescence, 2 h; hits give low values; activity change, % (series mostly up to about 58 µM); 140,000 tested, 0.81% active; AID 1645851, 2021; in the data active means activity change below about -25%
# Target sequence (Q92551 whole entry, looked up): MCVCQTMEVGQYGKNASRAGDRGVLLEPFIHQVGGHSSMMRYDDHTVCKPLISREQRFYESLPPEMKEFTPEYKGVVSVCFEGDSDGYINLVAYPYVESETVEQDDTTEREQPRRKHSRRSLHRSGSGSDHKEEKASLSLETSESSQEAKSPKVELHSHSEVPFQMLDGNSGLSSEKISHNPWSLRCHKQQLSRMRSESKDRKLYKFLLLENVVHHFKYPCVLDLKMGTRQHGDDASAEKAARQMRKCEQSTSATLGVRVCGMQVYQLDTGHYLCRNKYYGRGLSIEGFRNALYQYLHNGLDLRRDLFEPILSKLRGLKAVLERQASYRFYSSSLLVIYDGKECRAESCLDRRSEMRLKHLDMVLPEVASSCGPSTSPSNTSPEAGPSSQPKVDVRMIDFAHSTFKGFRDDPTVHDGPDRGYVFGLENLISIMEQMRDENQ
#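 ADP-Glo luminescence measures ADP made by human IP6K1 during a 2 h RT reaction with ATP/IP6 (mix at 1.3 mM/130 uM); top library doses 57.5 and 19.1 uM final.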
# 3T3 cytotox: Cytotoxic Profiling in NIH 3T3 Cell Line of Diverse Libraries Using Quantitative High-Throughput Screening; NIH 3T3 viability, CellTiter-Glo ATP luminescence, 48-72 h; Potency, µM (highest dose often 96.7 µM), for the others: at the highest dose activity change, negative = cytotoxicity, usual class: inhibitors; 94,000 tested, 4.3% active; AID 1345082, 2018; further: potency means the concentration at half of the fitted maximal effect; nearly all actives have a fitted effect of over 55% in size
#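 First NIH 3T3 cells are plated at 400 cells/well; next compound is pinned in; then plates incubate 48 or 72 hr at 37 °C; finally CellTiter-Glo is added and luminescence read after 10 min.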
# SNCA viab count: GF-AFC viability counterscreen for inhibitors of alpha-synuclein gene (SNCA) expression. Potency, µM (doses to about 57.1 µM), for the others: top-dose activity change, negative = cytotoxicity, hits mostly cytotoxic. 150,000 tested, 0.12% active. HEK-293-SNCA-luc viability, GF-AFC fluorescence, 24 h;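 further: potency means the concentration at half of the fitted maximal effect; 0% = DMSO-treated cells and -100% = medium-only wells without cells; nearly all actives have a fitted effect of over 30% in size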
#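 Cytotoxicity counterscreen: after 24 h compound treatment of genome-edited SNCA-luciferase HEK-293 cells, live-cell protease substrate GF-AFC read by fluorescence after 30 min; activity scaled between DMSO (0%) and medium-only (-100%), curves Hill-fitted.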
# HEK cytotox: Cytotoxic Profiling in HEK 293 Cell Line of Diverse Libraries Using Quantitative High-Throughput Screening | HEK 293 viability, ATP luminescence (CellTiter-Glo), 48-72 h | Potency, µM (top dose mostly 115 µM), inactives show at the top dose activity change, negative = cytotoxicity, usual class: inhibitors | 94,000 tested, 6.6% active | AID 1345083, 2018; further: potency means the concentration at half of the fitted maximal effect; nearly all actives have a fitted effect of over 60% in size
#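 qHTS cytotoxicity; HEK 293, 250 cells/well; compound pinned; 48 or 72 hr, 37 degree Celsius, 5% CO2, 95% humidity; CellTiter-Glo, 10 min RT; luminescence (ATP).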
# SNCA expr inhib: Primary qHTS assay for inhibitors of alpha-synuclein gene (SNCA) expression; Potency, µM (series often up to 57.2 µM), for the others: at the highest dose activity change, negative = inhibition, actives largely listed as inhibitors; 140,000 tested, 0.17% active; AID 1671194, 2021; HEK-293 SNCA-luciferase knock-in, luminescence, 24 h;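 further: potency means the concentration at half of the fitted maximal effect; plate controls were DMSO cells for no effect and cell-free wells for full effect; nearly all actives have a fitted effect of over 45% in size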
# The depositor's hits bear a star; i = inactive; ? = inconclusive; nt = not tested or not shown; & = joins results of further samples; [ ] = another dose, or the depositor's remark. Unless noted, the call rests on the fitted dose curve; in most records, active means well fitted curve in the direction sought with a large enough effect; inconclusive means small, poorly fitted or top-dose-only effect, or another doubt; inactive means no such curve, though single readings can be large; an effect the other way counts as inactive or inconclusive. Unless noted, on the % scale 0 is the no-effect control and ±100 the full control effect. An excerpt (hit frequency here may not be typical).
SMILES,GPT2 inhibitor,FLuc inh,IP6K1 inhibitor,3T3 cytotox,SNCA viab count,HEK cytotox,SNCA expr inhib
O=C1NCCCCCN(C(=O)CCCc2ccccc2)[C@H]2CCC[C@@H]12,i,-3.1%,-12.4,-21.7%,-3.5%,-24.7%,9.8%
O=C(Nc1ccc(Cl)cc1)C1CC(=O)N(c2n[nH]c3cccc(F)c23)C1 (stereo not given),4.8%,0.8%,0.4,1.8%,2.7%,-24.2%,6.7%
O=C1NC(=NC2CCCCC2)C2(CCN([S+](=O)([O-])c3ccccc3)CC2)N1c1cccnc1,i,nt,4.8&-4.7,3.3%,0.6%&1.7%,i,22.2%&-15.7%
CCOc1ccc(NC(=O)Cn2c(=O)n(-c3ccccc3)c(=O)c3c2cc(C)n3C)cc1,-5.4%,11.0%,41.7,i,-14.1%,-6.2%,-1.5%
CC1=C[C@@H](CNC(=O)c2ccc(F)cc2)[C@H](C(C)C)C[C@H]1Cc1nnc(-c2ccncc2)o1,-13.3%,13.6%,9.1,?,?,35.5µM*,?
CC(C)(C)OCC1CN(Cc2ccccc2)[S+](=O)([O-])c2cccnc2O1 (stereo not given),?,nt,2.3,?,-17.8%[23.9 µM],-30.4%[57.5 µM],-5.1%[25.6 µM]
O=C(NCc1ccccc1)C1CCCN1C(=O)c1cccc(-c2ccccn2)c1 (stereo not given),i,nt,0.0,-23.7%,-2.7%,-5.0%,-0.5%
CCOC(=O)c1c(C)oc2nc(C)nc(NCc3ccc(F)cc3)c12,nt,nt,-10.7,nt,19.8%,nt,28.8%
O=C(Oc1cccc2cccnc12)c1ccccc1,-20.8%,nt,31.7,nt,31.3%[23.9 µM],nt,-3.4%[25.6 µM]
Cc1ccc(NC(=O)CN2C=NS(=O)(=O)c3ccccc32)c(C)c1,nt,nt,0.6,nt,1.6%,nt,-18.9%
O=S(=O)(NC[C@H]1O[C@@H](CO)[C@@H](O)[C@H]1N1CCN(c2ccccn2)CC1)c1ccccc1,-11.8%,-1.2%,0.8,1.5%,-1.4%,-19.7%,?
COc1cc(C)c2c(c1C)C[C@H](C(C)C(=O)N1CCSCC1)CC2 (stereo not given in full),-21.1%[88.5 µM],5.6%[172 µM],-1.4,?,-8.6%[87.6 µM],?,9.2%[87.6 µM]
CN(Cc1nc2ccsc2c(=O)[nH]1)C(=O)C1NCCc2[nH]cnc21 (stereo not given),-2.9%,-2.4%,25.7,-8.2%,-3.5%,-15.3%,-1.2%
COc1cccc(C(=O)NCCC2CCN(C(=O)Nc3ccc(C)c(F)c3)CC2)c1,i,?,-0.2,?,-8.4%,?,59.8%[activator]
Cc1cc(=O)n(Cc2ccc(Cl)cc2)c2c1c(C)nn2-c1ccccc1,nt,nt,20.6,nt,3.9%,nt,8.3%
O=C(NC1CCOCC1)C1CCCN(Cc2cccc(-c3ccc(F)cc3F)c2)C1 (stereo not given),?,nt,-6.8,?,-7.2%,?,-22.6%
COc1ccc(Br)cc1CNC(=O)CSc1cc(=O)n(C)c2ccccc12,nt,nt,10.8,nt,12.2%,nt,-1.5%
CCOc1ccc(NC(=O)Cn2c(-c3cnccn3)nc(C)c(CCO)c2=O)cc1,i,-7.4%,6.1,-15.8%,7.1%,-8.1%,-1.2%
CC(C)(c1nc(-c2cccnn2)no1)n1cccc1,0.1%,4.2%,21.9,-2.3%,5.9%,4.5%,?
CCN1CCN(C(c2ccc(C)cc2)c2sc3nc(-c4ccco4)nn3c2O)CC1 (stereo not given),nt,nt,12.3,nt,0.1%,nt,40.5%[activator]
COc1ccc(CCC(=O)NCCC2CCN(C(=O)Nc3cc(F)ccc3F)CC2)cc1,i,2.8%,3.4,-17.8%,6.4%,?,-10.8%
Cc1nn(C(=O)COc2ccc(Cl)cc2)c(C)c1Sc1ccccc1,nt,nt,1.6,nt,5.8%,nt,-9.7%
Cc1ccc(N(CC(=O)Nc2cc(C)cc(C)c2)S(=O)(=O)c2cccc3nonc23)cc1,nt,nt,1.4,nt,5.6%,nt,3.5%
Cc1ccc(Cn2cnc3nc4c(cc3c2=O)CC(C)CC4)cc1 (stereo not given),nt,nt,5.1,nt,-13.0%,nt,120.2%[activator]
CC(C)CC(NC(=O)c1cccc(-n2cnnc2)c1)c1ncnn1C (stereo not given),-11.1%,-3.6%,2.8,-2.9%,2.1%,-16.9%,-5.8%
O=C(NCc1ccccc1)O[C@@H]1CO[C@H]2[C@@H]1OC[C@@H]2Nc1nccc(-c2ccc3c(c2)OCO3)n1,-14.6%,-15.5%,-4.6,?,-16.8%,?,?
COc1cc(OC)cc(-c2nc(-c3cccc(C)c3)no2)c1,nt,nt,18.4,nt,-1.7%,nt,-4.1%
COc1cccc(CC(=O)N2CCC3(CC2)CC(OC)CCO3)c1 (stereo not given),-10.4%,-5.3%,14.9,-2.6%,-0.8%[12.5 µM],5.7%,19.5%
O=S(=O)(NCCc1csc(-c2ccc(F)cc2)n1)c1ccc(F)cc1F,nt,nt,2.4,nt,8.6%,nt,-16.9%
Cc1ccc2nc(N3CCC(C(=O)N4CCN(c5cccc(C)c5C)CC4)CC3)[nH]c2c1,nt,nt,-10.6,nt,-8.9%,nt,-28.7%
Cc1ccc(S(=O)(=O)N2CCC(CC(=O)NCc3ccccc3)C2)c(C)c1 (stereo not given),-11.1%,-0.8%,-3.5,-25.3%,-5.3%[12.5 µM],?,?
O=C(NCCc1ccc(Cl)cc1)c1ccc2oc(-c3cccnc3)nc2c1,-0.8%,nt,6.1,-15.1%,4.0%,-24.1%,6.3%
Cc1c(O)cccc1C(=O)N[C@@H](CSc1ccccc1)[C@H](O)CN1C[C@H]2CCCC[C@@H]2C[C@@H]1C(=O)NC(C)(C)C,2.7%,nt,nt,nt,?,nt,?
CCOC(=O)c1c(NC(=O)c2cc(Cl)ccc2Cl)sc2c1CCCC2,nt,nt,-7.6,nt,11.5%,nt,24.9%
Cc1ccc(C)c(C(O)Cn2ccn3nc(-c4cccs4)cc3c2=O)c1 (stereo not given),-5.9%,-0.4%,-4.2,-27.0%,-18.0%,?,17.6%
Cc1ccc(CNC(=O)Cn2ccn(-c3ccc(F)cc3)c(=O)c2=O)cc1,nt,nt,13.6,nt,-1.4%,nt,-1.1%
CCCCN1C(=O)c2[nH]nc(-c3ccccc3O)c2C1c1ccc(OCc2ccccc2)cc1 (stereo not given),nt,nt,-2.7,nt,-21.3%,nt,?
CC(C)CNC(=O)N1CC(Oc2ccc(-c3noc(C4CCOCC4)n3)cc2)C1,i,0.0%,19.1,?,-12.6%,?,?
O=C(Nc1cccnc1)c1cc(-c2ccccc2F)cc2c1OCCN2Cc1cccnc1,-7.0%[88.5 µM],6.6%[172 µM],-49.2*,39.8µM*,?,?,?
Cc1ccc(Oc2c(C(F)(F)F)oc3c(CN4CCCCC4)c(O)ccc3c2=O)cc1,nt,nt,-2.6,nt,-15.9%,nt,8.9%
CCOC(=O)[C@@H]1[C@@H](OC(N)=O)C(=O)N(C(C)C)C12CCN(C(=O)Cc1cccs1)CC2,nt,nt,7.3,?,nt,4.5%,nt
Cc1c(Cl)cccc1-n1c(SCC(=O)NCc2ccccc2)nc2n[nH]c(C)c2c1=N,nt,nt,3.3,nt,-19.4%,nt,-9.4%
Cc1cccc(N2CCN(C(=O)CS(=O)(=O)c3cccc4nsnc34)CC2C)c1 (stereo not given),nt,nt,2.0,nt,11.9%,nt,-3.2%
CC1=C[C@@H](CNS(C)(=O)=O)[C@H](C(C)C)C[C@H]1Cc1nc2ccccc2[nH]1,-13.6%[88.5 µM],4.7%[172 µM],2.9,?,-14.4%[87.6 µM],?,-7.8%[87.6 µM]
CCc1cccc(C)c1NC(=O)CN1CCCN(Cc2ccc(C)cc2)S1(=O)=O,nt,nt,19.2,nt,16.8%,nt,-0.5%
COc1ccccc1-c1noc(-c2ccc(N3CCOCC3)c([N+](=O)[O-])c2)n1,nt,nt,29.7,nt,-4.6%,nt,188.4%[activator]
CN1CCC(Oc2ccc(NC(=O)C3(c4ccccc4)CC3)cn2)CC1,0.4%,-0.4%,26.3,-20.2%,8.4%,-15.1%,53.7%[activator]
CN(Cc1ccccc1)C(=O)CCS(=O)(=O)c1cc(Br)cc2c1N(C(=O)C1CC1)CC2,nt,nt,-2.8,nt,-1.1%,nt,8.9%
Cc1ccc(NC(=O)N(Cc2c[nH]c3ccccc23)C2CCCCCC2)cc1C,nt,nt,13.2,nt,3.1%,nt,185.4%[activator]
Cc1cc(C(=O)N2CC(=O)N(C3CCCCC3)CC(OCc3ccccc3)C2)n(C)n1 (stereo not given),-4.6%,-3.3%,3.1,i,2.8%,2.3%,4.3%
Cc1cccc(C(=O)N2CCc3cc(CNC(=O)Cc4ccc(F)cc4)ccc32)c1,nt,nt,-12.9,nt,4.0%,nt,30.9%
CN1C(=O)CCC2(CNC(=O)c3ccnn3C)CCC=C12 (stereo not given),i,-5.8%,-4.2,i,-9.4%,i,0.5%
COc1cccc([C@@H]2CN(C(=O)c3c(C)noc3C)C[C@H]2C(=O)O)c1OC,-16.1%,5.1%,-1.6,-5.9%,-3.2%,i,-10.8%
COc1ccc2cc(C=O)ccc2c1,i,nt,-17.3,nt,0.8%[23.9 µM],nt,-43.2%[25.6 µM]
O=C(Nc1ccccc1C(=O)OCc1cc(=O)n2c3c(sc2n1)CCCC3)c1ccc(F)cc1,nt,nt,25.5,nt,?,nt,-18.0%
CCCCn1c(=O)c(C(=O)NCC(F)(F)F)nc2cccnc21,i,nt,6.8,-14.5%[138 µM],-0.5%[87.6 µM],3.4%[172 µM],-10.6%[87.6 µM]

# Looked up above.
# Cc1ccc2nc(N3CCC(C(=O)N4CCN(c5cccc(C)c5C)CC4)CC3)[nH]c2c1 @ SNCA viab count = -8.9%
# O=C(NCCc1ccc(Cl)cc1)c1ccc2oc(-c3cccnc3)nc2c1 @ IP6K1 inhibitor = 6.1

# Two compounds drawn at random from those above:
SMILES,GPT2 inhibitor,FLuc inh,IP6K1 inhibitor,3T3 cytotox,SNCA viab count,HEK cytotox,SNCA expr inhib
CN1C(=O)CCC2(CNC(=O)c3ccnn3C)CCC=C12 (stereo not given),i,-5.8%,-4.2,i,-9.4%,i,0.5%
Cc1ccc(NC(=O)CN2C=NS(=O)(=O)c3ccccc32)c(C)c1,nt,nt,0.6,nt,1.6%,nt,-18.9%
